LEDGF integ inh: blockers of LEDGF/p75-dependent integrase strand transfer – biochemical, TR-FRET, high throughput, primary screen. HIV-1 integrase (with human LEDGF/p75). TR-FRET IN-LEDGF/p75 DNA integration, Eu/Cy5. inhibition, % at 3.7 µM. 370,000 tested, 0.64% active. AID 743269, 2014;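 active = inhibition above the screen-wide mean plus 3 SD, cut at about 13% in these data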;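 note: signal is the Cy5 over europium emission ratio at 671 and 618 nm; 0% = plate median of compound wells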
TDP2 absorb: human TDP2 enzyme inhibitors, primary screen, biochemical, epi absorbance, recombinant enzyme. Tyrosyl-DNA phosphodiesterase 2 (Homo sapiens), O95551. 370,000 tested, 0.34% active. T5PNP hydrolysis, p-nitrophenol absorbance 415 nm. inhibition, % at 12.8 µM;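 active = inhibition above the mean of all tested compounds plus 3 SD, set per campaign, cut at about 25% in these data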;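 note: 0% = DMSO with enzyme and 100% = buffer with substrate but no TDP2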
Target sequence (O95551 whole entry, looked up): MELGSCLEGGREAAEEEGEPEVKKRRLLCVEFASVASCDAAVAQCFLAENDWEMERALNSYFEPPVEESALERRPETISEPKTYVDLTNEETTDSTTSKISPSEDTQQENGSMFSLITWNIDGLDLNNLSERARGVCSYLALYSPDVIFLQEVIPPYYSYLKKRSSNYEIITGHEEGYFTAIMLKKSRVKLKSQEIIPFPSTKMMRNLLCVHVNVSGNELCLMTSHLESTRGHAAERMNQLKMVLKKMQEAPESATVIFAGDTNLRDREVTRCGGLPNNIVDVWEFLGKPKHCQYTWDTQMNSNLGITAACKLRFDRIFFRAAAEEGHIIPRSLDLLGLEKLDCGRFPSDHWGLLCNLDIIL
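Assay system: Recombinant human TDP2 | Quantity: 120 nM TDP2 per well | Incubation: 2 h at 37 °C | Signal: Epi absorbance | Evaluation: Percent inhibition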
UHRF1 MBD2 ctr: UHRF1 methylated DNA binding inhibitors, primary screen, counter-screen for MBD2 inhibitor project, biochemical, TR-FRET, human UHRF1, single concentration | UHRF1 binding to methylated oligo | 370,000 tested, 0.75% active | inhibition, % at 4.4 µM | E3 ubiquitin-protein ligase UHRF1 (Homo sapiens), Q96T88; in the data active = inhibition above about 21%;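 note: UHRF1 SRA domain binding a hemimethylated CpG hairpin DNA probe; 0% = median of test compound wells and 100% = reference inhibitor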
DDE Tn7 FP inh: inhibitors of Tn7 peptide binding to fibrin DD(E), primary screen, biochemical, fluorescence polarization, human fibrin, Tn7 probe; inhibition, % at 8.3 µM; FP displacement of FITC-Tn7 peptide from fibrin DD(E); 0% = median of compound wells per plate; 370,000 tested, 0.13% active;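 active = inhibition above the mean of compounds falling within the control limits plus 3 SD of them, cut at about 14% in these data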;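 note: 0% = plate median of compound wells and 100% = 10 µM Aha-Tn7 peptide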
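Also added: labelled Tn7 tracer, 0.1 µM; Assay system: human fibrin DD(E) protein; Amount: 2 µM fibrin DD(E); Schedule: 10 min compound pre-incubation, 3 h probe incubation at room temperature; Repeats: one replicate per compound; Read-out basis: percent inhibition; Measured by: fluorescence polarization of the labelled Tn7 tracer.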
DDE Tn6 FP inh: inhibitors of Tn6 peptide binding to fibrin DD(E), primary screen, biochemical, fluorescence polarization, human fibrin, Tn6 probe; Fibrinogen beta chain (Homo sapiens), P02675; Fibrin DD(E) TRITC-Tn6 fluorescence polarization displacement; inhibition, % at 8.3 µM; 370,000 tested, 0.21% active; AID 720509, 2013;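 active = inhibition above a per-campaign cutoff: mean of compounds within control limits plus 3 SD, cut at about 15% in these data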;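 note: 0% = median of all compound wells on the plate and 100% = blocking peptide control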
SIAE inh: human SIAE inhibitors, primary screen, biochemical, fluorescence polarization, FP-Rh probe, 1536-well HTS; Sialate O-acetylesterase (Homo sapiens), Q9HAT2; SIAE FP-Rh probe binding; inhibition, % at 9.66 µM; 370,000 tested, 0.69% active;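 active = inhibition above a cutoff: mean of compounds within the control limits plus 3 SD of those, cut at about 17% in these data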;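 note: 0% = plate median of compound wells and 100% = probe without SIAE protein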
TCR-CD3 inh: inhibitors of human TCR-CD3 interaction, primary screen, biochemical, fluorescence, TAMRA-labeled TCR probe | T-cell receptor (TCR) | AID 651800, 2012 | inhibition, % at 9.4 µM | 360,000 tested, 0.37% active; in the data active = inhibition above about 19%;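 note: recombinant mutant TCR 2C K166C tagged with TAMRA read by polarization; 0% = receptor in buffer alone and 100% = receptor with positive control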
MBD2 inh: inhibitors of MBD2 binding to methylated DNA, primary screen, biochemical, TR-FRET, DNA-binding domain, human | MBD2 binding to methylated oligonucleotide | Methyl-CpG-binding domain protein 2 (Homo sapiens), Q9UBB5 | inhibition, % at 4.4 µM | 370,000 tested, 0.31% active; in the data active = inhibition above about 13%
Target sequence (Q9UBB5 whole entry, looked up, the tested form may be a part): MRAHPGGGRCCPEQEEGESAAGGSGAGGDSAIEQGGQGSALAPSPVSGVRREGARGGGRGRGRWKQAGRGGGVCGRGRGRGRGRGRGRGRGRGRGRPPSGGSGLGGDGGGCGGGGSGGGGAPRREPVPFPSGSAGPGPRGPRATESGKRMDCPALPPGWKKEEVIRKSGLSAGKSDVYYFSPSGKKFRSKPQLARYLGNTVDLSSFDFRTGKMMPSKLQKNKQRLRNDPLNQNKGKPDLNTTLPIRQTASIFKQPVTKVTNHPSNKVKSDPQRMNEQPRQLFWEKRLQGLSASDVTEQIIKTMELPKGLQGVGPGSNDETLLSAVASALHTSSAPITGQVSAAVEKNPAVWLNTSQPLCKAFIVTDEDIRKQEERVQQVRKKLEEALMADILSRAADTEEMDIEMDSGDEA
PRMT1 inh: PRMT1 methyltransferase inhibitors, primary screen, biochemical, fluorescence polarization; recombinant PRMT1, activity-based probe fluorescence polarization; inhibition, % at 2.79 µM; 370,000 tested, 1.3% active; AID 652257, 2013;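 active = inhibition above about 21% made by adding two undisclosed values, limit read from the data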
proKLK7 act: proKLK7 zymogen activators, primary screen, biochemical, fluorescence intensity | activation, % at 7 µM | 370,000 tested, 0.9% active | AID 652039, 2013 | Kallikrein-7 (Homo sapiens), P49862 | purified proKLK7, EDANS-DABCYL substrate fluorescence; 100% is mature enzyme control, 0% vehicle;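 active = activation above the mean of all tested compounds plus 3 SD, computed per campaign excluding outliers beyond control limits, cut at about 13% in these data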
Active calls of the source: *.

SMILES,TCR-CD3 inh,proKLK7 act,SIAE inh,LEDGF integ inh,DDE Tn6 FP inh,PRMT1 inh,DDE Tn7 FP inh,UHRF1 MBD2 ctr,TDP2 absorb,MBD2 inh
Cc1cc(C(=O)O/N=C(\N)c2ccc(C(C)(C)C)cc2)no1,-2.2,-0.5,14.8,4.2,-3.0,1.9,-1.9,2.4,-3.0,-6.5
CCCNS(=O)(=O)c1ccc(CCC(=O)Nc2ccc3c(c2)OCO3)cc1,-12.2,-0.1,13.4,1.7,1.8,-4.8,6.3,-2.4,-2.2,-5.3
CCN(CC)c1ccc(N=Cc2ccc(N(CC)CC)cc2O)cc1,-2.1,-5.1,6.3,15.1*,-4.9,23.5*,-2.5,-2.1,7.8,-6.9
COC(=O)c1ccccc1NC(=O)c1ccc(-c2cccc(Cl)c2)o1,2.9,-0.6,-1.3,0.1,-7.1,-3.1,-1.8,-7.9,5.5,0.2
CCCOc1ccc2c(=O)c(-c3cc(C(=O)OC)oc3C)c(C)oc2c1,-3.4,2.0,2.7,0.9,-3.7,-3.4,-1.1,-2.5,-8.1,-3.4
CCCSc1nc2c(cnn2-c2ccccc2)c(=O)[nH]1,-1.4,0.3,-7.7,-2.4,-0.5,-0.8,-0.1,1.1,2.1,1.1
CC1CN(CCOc2ccc(F)cc2)CC(C)O1 (stereo not given),-7.5,0.6,-0.9,2.9,-10.2,-5.1,-0.8,-3.2,6.2,6.6
Cc1cccc(-c2nnc3sc(-c4ccccc4)nn23)c1,4.0,0.4,2.9,-2.1,3.4,-2.1,-1.3,-2.3,12.1,-3.4
Cc1cccc(NC(=S)/N=C(\N)Nc2nc(C)c3cc(C)ccc3n2)c1,-6.0,-1.8,-6.0,5.1,5.1,-2.9,6.1,-1.2,6.4,-5.2
CC12CCC(C(=O)Nc3cc(F)ccc3F)(CC1=O)C2(C)C (stereo not given),8.5,-0.1,15.5,1.0,2.6,-2.0,-2.2,1.2,-10.1,-3.4
CC1CC(C)CN(C(=O)CSc2nc(N)cc(=O)[nH]2)C1 (stereo not given),-3.9,0.3,1.8,0.9,-4.6,1.2,8.2,-0.1,-1.9,-1.2
CN(C)CCCNC(=O)c1ccccc1Oc1ccccc1,-2.7,0.2,-15.4,-1.6,3.7,-0.3,1.5,-1.2,7.1,-1.8
O=C(O)CS(=O)(=O)c1ccc(C(F)(F)F)cn1,-7.4,-0.1,-3.9,-1.1,-13.4,2.4,-1.8,4.4,-6.8,2.3
O=C(c1ccc2c(c1)OCO2)C1CCCN(C(=O)c2cnn(Cc3ccccc3)c2)C1 (stereo not given),0.1,0.2,0.1,-0.3,1.6,1.3,-3.3,-0.4,8.1,-1.2
CCOC(=O)C1CCN(C(=O)c2ccc3c(=O)n4c(nc3c2)CCCCC4)CC1,6.1,0.0,0.7,-0.6,-1.5,-3.2,4.0,0.2,-1.3,0.9
O=C(CN1CCN(C(c2ccccc2)c2ccccc2)CC1)N1CCOCC1,5.0,0.2,5.1,4.9,-2.0,2.3,-2.4,-1.0,7.1,4.0

Random excerpt: two compounds from above, in no set order.
SMILES,TCR-CD3 inh,proKLK7 act,SIAE inh,LEDGF integ inh,DDE Tn6 FP inh,PRMT1 inh,DDE Tn7 FP inh,UHRF1 MBD2 ctr,TDP2 absorb,MBD2 inh
O=C(O)CS(=O)(=O)c1ccc(C(F)(F)F)cn1,-7.4,-0.1,-3.9,-1.1,-13.4,2.4,-1.8,4.4,-6.8,2.3
O=C(CN1CCN(C(c2ccccc2)c2ccccc2)CC1)N1CCOCC1,5.0,0.2,5.1,4.9,-2.0,2.3,-2.4,-1.0,7.1,4.0

(cont.)
SMILES,TCR-CD3 inh,proKLK7 act,SIAE inh,LEDGF integ inh,DDE Tn6 FP inh,PRMT1 inh,DDE Tn7 FP inh,UHRF1 MBD2 ctr,TDP2 absorb,MBD2 inh
Cc1ccc(S(=O)(=O)N2CCc3ccccc3C2)cc1,-2.0,-0.5,-2.4,5.5,4.2,-2.5,1.2,3.0,-3.0,0.3
O=C1NC[C@H](CCCCN2C[C@H](Cc3ccccc3)N(CCc3ccc(O)cc3)C(=O)C2=O)N(CC2CCCCC2)C1=O,0.5,-0.2,0.8,0.6,7.9,0.7,4.7,0.7,-1.4,1.9
Cc1cc(C(=O)CN2C(=O)c3ccccc3S2(=O)=O)c(C)n1C(C)C,-4.5,-0.2,1.0,-3.5,5.8,2.9,3.9,1.8,-2.4,3.3
Cc1cc(NC(=O)CCC2CCCC2)no1,0.0,0.0,-5.2,0.6,0.8,-3.6,6.1,0.1,-0.7,0.0
CCOC(=O)C1CCCN(C(=O)N2CCOCC2)C1 (stereo not given),0.3,-0.1,6.9,-5.5,-5.6,1.2,5.4,-1.4,3.5,-4.5
Cc1cccc(CSc2nc3sc(C)c(C)c3c(=O)n2Cc2ccco2)c1,2.5,0.0,-5.0,1.9,1.7,-0.4,11.3,-1.1,13.6,0.2
COc1ccc(Cl)cc1Nc1cc(C)nc2ncnn12,-4.2,-0.2,1.4,2.6,5.1,0.5,-3.3,-0.8,-11.5,0.4
COc1ccc(N(C(=O)CCl)C(C(=O)NC2CCCCC2)c2cccnc2)cc1 (stereo not given),7.6,0.7,0.4,2.4,3.6,1.4,6.9,-2.5,3.7,0.1
O=C1CSC(c2ccccc2)N1Cc1ccccc1 (stereo not given),-3.4,-0.5,3.7,-1.3,-0.2,0.3,-1.3,-0.5,13.7,-6.2
Cc1sc2ncnc(OCC(=O)Nc3ccc4c(c3)OCCO4)c2c1C,7.1,-0.1,-1.7,4.4,-2.3,-1.9,0.3,-0.7,7.9,-5.2
Cc1cc(NC(=O)OC(C)C)ccc1-c1ccc(NC(=O)OC(C)C)cc1C,-8.4,0.2,-5.1,-4.2,-5.2,13.6,0.3,4.8,-7.4,3.6
Cc1[nH]c2ccccc2c1/C=N/NC(=O)Cc1cccs1,-2.4,-0.4,5.4,1.9,-3.0,-3.9,3.3,-4.5,-4.9,-6.7
O=C(COC(=O)COc1ccc(Br)cc1)NC1CCCCCC1,4.3,-0.7,3.4,-0.1,-4.1,0.0,9.2,-0.8,-4.5,-6.6
COn1c(C)c(C(C)=O)c2c3nonc3ccc21,-8.4,11.0,-0.2,8.8,-9.2,4.5,13.3,-11.7,-9.4,-12.3
COc1ccccc1-n1cnc2cc(NCc3cccs3)ccc21,4.6,0.4,4.8,-1.4,-0.5,8.9,2.4,4.7,-13.1,7.6
CCOc1ccccc1NC(=O)Nc1ccncc1,-5.0,-0.4,-4.7,4.5,0.9,-1.8,-1.4,3.6,-15.1,2.5
Cc1c(Cl)cccc1NC(=O)c1ccc(OCC(=O)NCc2ccccc2)cc1,1.7,0.1,0.7,0.9,-0.1,-2.3,5.2,-4.5,5.9,-6.0
COc1ccccc1NC(=O)c1cc(S(=O)(=O)NCc2ccccc2)ccc1F,6.6,-1.1,-11.7,-5.8,-1.9,4.3,0.1,3.3,-8.3,3.8
Cc1ccc(SCC2=NN(c3nc(C)cc(C)n3)C(=O)C2)cc1,-3.5,-0.2,7.4,-1.3,-1.0,-0.8,-2.2,-6.6,-9.7,-3.7
CCc1ccc2oc(-c3cccc(N)c3)nc2c1,-3.6,3.7,-1.4,-2.7,-4.1,0.5,-4.2,-3.5,-2.7,1.2
CCN(c1ccccc1)S(=O)(=O)c1ccc(OC)c(NC(=O)Cn2cnc3c2c(=O)n(C)c(=O)n3C)c1,2.9,0.6,0.1,1.4,0.0,0.8,1.5,-0.4,10.8,-4.6
Cc1cccc(C(=O)Nc2ccc(C(=O)/C=C/c3ccncc3)cc2)c1,4.2,0.0,-17.1,1.4,-3.0,17.0,7.4,-0.6,7.6,0.8
CC1(C)CC(NC(=O)Cc2ccccc2)CC(C)(C)N1,7.6,0.2,-13.6,4.8,-7.0,1.6,3.1,3.4,-18.9,5.4
CC(=O)C1(C)N(O)C(C)(C)C(c2cccs2)=[N+]1[O-] (stereo not given),2.0,0.2,-2.3,-2.1,0.2,0.5,-3.8,-0.3,5.1,1.6
CCN(CC)C(=O)COn1c(SCC(=O)N(CC)CC)nc2ccccc2c1=O,-3.9,-0.1,2.1,0.7,4.2,-0.3,-1.5,2.3,3.6,2.6
O=C(NCc1ccc(F)cc1)C1CCN(S(=O)(=O)N2CCOCC2)CC1,1.8,-0.2,-3.5,1.1,-5.3,-0.4,1.1,0.2,-5.7,1.2
CCC(=O)N(CCc1ccccc1)Cc1cc2cc(C)ccc2[nH]c1=O,3.8,0.2,9.5,-4.0,-4.8,-0.6,-11.4,0.7,0.6,-5.3
O=C(NCc1cccnc1)C(=O)NCC1OCCN1S(=O)(=O)c1cc(F)ccc1F (stereo not given),6.1,0.0,-2.2,-1.7,3.7,-5.1,2.2,-1.3,-14.8,-0.2

High-throughput results: PubChem BioAssay, The Scripps Research Institute Molecular Screening Center
